b-catenin transl: modulators of beta-catenin nuclear translocation, primary screen, imaging, HeLa cells, immunofluorescence, high-content; nuclear translocation activity, % at 5 µM; actives 0.3% (n = 190,000); AID 1665, 2009;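 active = nuclear translocation activity above 50% at 5 µM, with a well cell count of 50 or more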;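 also: per-cell ratio of nuclear to cytoplasmic median beta-catenin stain intensity; plate controls were DMSO negative control for no effect and GSK-3 inhibitor IX positive control for full effect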
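System: HeLa cells, endogenous beta-catenin; compound dosing: 5 µM primary single dose, 0.1% DMSO, 0.02–20 µM confirmation series; incubation: 24 h compound exposure at 37°C, 5% CO2; signal: beta-catenin immunofluorescence imaging with DAPI; evaluation: % activation, nuclear-to-cytoplasmic median beta-catenin signal ratio per cell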
Insulin prom up: insulin promoter activators in MIN6 cells, imaging, high-content screening, mouse beta cells; AID 1625, 2009; MIN6 insulin promoter-GFP reporter; active compounds read high; z-score at 5 µM; actives 0.3% (n = 190,000);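 active = z-score above 3 at 5 µM with at least 500 cells counted in the well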
Autophagy HCS: autophagy modulators in MEF cells, primary screen, imaging, high-content, MEF GFP-LC3; MEF GFP-LC3 puncta imaging; test concentration mostly 10 µM; calls only at 10 µM (by protocol); actives 0.98% (n = 190,000); AID 463193, 2010;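 active = percentage of spot-positive cells more than 3 SD above its plate mean, without a fluorescence outlier flag or 80% toxicity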;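 also: spot-positive cell cutoff set from DMSO-treated cells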
AID2073: inhibitors of Mint1-CaV2.2 protein interaction, biochemical, HTRF (AID 2073); Voltage-dependent N-type calcium channel subunit alpha-1B (Homo sapiens); actives 0.19% (n = 290,000); HTRF protein-protein interaction, Mint1-CaV2.2; higher % means a stronger effect; inhibition, % at 20 µM; hits with a dose series show IC50 in µM; in the data active = inhibition mostly above about 51%, no sharp cut-off; also: some results filed as inactive read as strong as hits
Dynein transport: inhibitors of GR-EGFP nuclear translocation, primary screen, dynein cargo transport inhibitor project, imaging, high-content, 3617.4 mouse cells. z-score, hits read low. test concentration mostly 20 µM; stimulated with dexamethasone, 1 µM; active compounds read low. AID 1381, 2008. actives 0.47% (n = 220,000);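 active = plate z-score of nuclear minus cytoplasmic receptor signal below a set negative limit, without overly bright fluorescence or cell loss, cut at about -3.5 in these data, passing the limit was not always enough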;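 also: z-score of nuclear minus cytoplasmic ring GR-EGFP intensity difference per well; some compounds called inactive have numbers as strong as hits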
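Schedule: 48 h induction, then 1 h compound, then 30 min agonist, 37 °C. Buffer or medium: tetracycline-free induction medium containing charcoal-stripped FBS. Reagent: 1.0 µM final dexamethasone stimulus. Evaluation: nuclear versus cytoplasmic GR-EGFP signal, averaged per well. Signal: high-content fluorescence imaging after fixation.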
HIV fusion peptide: inhibitors of HIV fusion peptide binding, primary screen, biochemical, uHTS, fluorescence dequenching (AID 1986). cell-free peptide binding, fluorescence dequenching, 30 min; higher % means a stronger effect. one-dose inhibition, % at 20 µM; IC50 in µM for titrated hits. actives 0.3% (n = 290,000); in the data active = inhibition mostly above about 52%, no sharp cut-off; inactive = mostly below about 76%; also: some results filed as inactive read as strong as hits
Yfh1-off respiration: enhancers of respiration in Yfh1-depleted yeast, dose response, Friedreich's ataxia, plus single-dose screen (AID 1465); S. cerevisiae Yfh1-off respiration, WST-1 reduction, 72 h; higher fold induction means a stronger effect; one-dose fold induction at 50 µM; EC50 in µM for titrated hits; actives 0.074% (n = 220,000);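 active = fold induction of absorbance versus untreated yeast above a set limit, then at least 30% activation at any dose in follow-up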;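 also: activators that raise dye reduction in frataxin-depleted yeast; strong numbers were not always called active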
MT stabilize HCS: microtubule stabilizers in HeLa cells, primary screen, imaging, high-content imaging; actives 0.83% (n = 200,000); % tubulin-high responders, % at 10 µM; HeLa tubulin immunostaining HCS, 24 h; share of cells brighter than vehicle mean+2SD;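 active = plate Z-score above 3 for both tubulin-high and condensed-nucleus cell shares, with cell loss under 80%, at 10 µM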;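 also: anti alpha tubulin signal scored within the nucleus-defined area of each cell; some results filed as inactive read as strong as hits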
WT yeast gro inh: growth inhibition of WT strain, primary screen, mitochondrial fusion inhibitor project, WT and mutant strains, chemical genetic | mitochondrial fusion phenotypic screen | inhibition, % at 10 µM | actives 2.1% (n = 190,000) | AID 1362, 2008; in the data active = inhibition above about 58%; tested in S. cerevisiae
WT yeast gro inh mutant strain: also measured in WT yeast gro inh; calls as there; inhibition, %; mitochondrial fusion phenotypic screen, mutant strain inhibition
Dynein transport cytoplasmic EGFP: also measured in Dynein transport; calls as there; z-score; measured here: cytoplasmic GR-EGFP intensity; active compounds read high
Dynein transport nuclear GR-EGFP: also measured in Dynein transport; calls as there; z-score; measured here: nuclear GR-EGFP intensity;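 lower value marks the stronger effect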
Dynein transport cell count: recorded beside Dynein transport, whose call it bears; z-score; measured here: cell count per field
Insulin prom up cell count: further read-out of Insulin prom up, marked with its call; cell count; measured here: cytotoxicity, nuclei count;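 total cells summed across four imaged fields per well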
b-catenin transl cell count 5 µM: second read-out of b-catenin transl, no call of its own (marks repeat the call); cell count; measured here: cell count, cytotoxicity flag
MT stabilize HCS Hoechst-high %: recorded beside MT stabilize HCS, whose call it bears; % Hoechst-high responders; measured here: nuclear condensation Hoechst responders;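 share of cells brighter than vehicle mean plus two SD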
MT stabilize HCS cytotoxicity %: further read-out of MT stabilize HCS, marked with its call; toxicity, %; measured here: cytotoxicity by cell density;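 0% = mean cell density of plate MIN control wells and 100% = no cells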
Autophagy HCS cell loss 18 h: second read-out of Autophagy HCS, no call of its own (marks repeat the call); toxicity, %; measured here: cell loss, nuclei count;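 cell loss after 18 h compound exposure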
The depositor's hits bear a star; i = inactive; . = no result given; + = active, no number; & = joins results of further samples.

SMILES	b-catenin transl	b-catenin transl cell count 5 µM	Insulin prom up	Insulin prom up cell count	Autophagy HCS	Autophagy HCS cell loss 18 h	AID2073	Dynein transport	Dynein transport cytoplasmic EGFP	Dynein transport nuclear GR-EGFP	Dynein transport cell count	HIV fusion peptide	Yfh1-off respiration	MT stabilize HCS	MT stabilize HCS Hoechst-high %	MT stabilize HCS cytotoxicity %	WT yeast gro inh	WT yeast gro inh mutant strain
O=[N+]([O-])c1ccc(/C=N/Nc2nc(N3CCOCC3)nc(N3CCOCC3)n2)cc1	1.1	1468	-0.04	1490	i	-10.4	-3.4%	-0.718	-0.343	-0.822	1.26	0.0%	i	2.7	1.1	7.9	-6.7	-3.2
COC(=O)c1ccc(N(C(=O)CNC(=O)c2ccco2)C(C(=O)NC2CCCC2)c2ccco2)cc1 (stereo not drawn)	1.9	504	.	.	i	-0.3	4.8%	0.453	-0.302	0.389	1.03	1.0%	.	1.6	1.8	5.9	-11.7	-18.9
O=C(NC1CCc2ccccc21)c1cc(COc2ccc(F)cc2F)on1 (stereo not drawn)	1.5	1026	0.26	1376	i	14.7	17.4%	4.15	-0.0161	2.42	-2.18	0.0%	i	2.2	1.8	3.1	24.2	11.5
Cc1cc(C(=O)COC(=O)CN(C)S(=O)(=O)c2ccc(Cl)cc2)c(C)n1CC1CCCO1 (stereo not drawn)	-0.3	1141	-0.59	1464	i	7.2	-5.6%	0.02	-0.268	0.29	-0.484	-1.1%	i	2.7	2.1	5.0	18.2	-4.1
Cc1ccc(Cl)c(NC(=O)CN(C)CC(=O)Nc2ccc(F)c(F)c2F)c1Cl	-1.7	1077	0.77	1254	i	33.9	-4.5%	-0.346	-0.273	-0.414	0.802	2.7%	i	0.5	0.3	4.1	-5.5	-6.7
O=C(O)CSc1nc2c(c(C(F)(F)F)n1)CCCC2	0.5&-0.3	1317&1034	0.4&0.21	1023&1411	i	17.0	-9.6%&-3.6%	1.04&-0.52	-0.255&-0.191	0.385&-0.249	-0.203&0.348	-1.0%&-0.4%	i	1.8	1.6	2.9	-1.6	4.7
CCn1c(CC(=O)Nc2ccc(C)cc2)nnc1SCC(=O)N1CCN(c2ccccc2)CC1	.	.	-0.19	1363	i	-6.3	-5.5%	-0.464	-0.0744	-0.255	0.782	1.4%	i	3.8	2.0	5.9	6.7	8.3
O=C(c1cccc(Br)c1)N1CCN(C(=O)N2CCCCC2)CC1	0.0	982	0.32	1883	i	-5.5	-10.4%	0.626	-0.223	0.622	-0.00248	-0.6%	i	1.0	1.5	7.8	-19.4	-14.6
CCC(=O)Nc1ccc(OCc2nc3ccccc3s2)cc1	-2.9	1057	0.81	1225	i	-3.3	15.1%	-0.845	3.12	-0.467	0.951	9.5%	i	4.4	2.3	9.9	6.2	-11.8
O=C(CSc1nnnn1-c1ccc(Cl)c(C(=O)O)c1)NC(c1ccccc1)c1ccccc1	0.0	1345	-0.13	1004	.	.	18.7%	2.46	-0.149	1.06	-2.65	0.2%	i	.	.	.	.	.
CCC(C)(C)NC(=O)C(c1ccco1)N(C(=O)Cn1nnc2ccccc21)c1ccc2c(c1)OCO2 (stereo not drawn)	-0.4	1086	-0.33	1307	i	6.4	12.3%	-1.04	-0.271	-0.426	0.402	-3.3%	i	1.4	0.3	17.0	-2.7	-24.0
CCN1CCN(c2ccc([N+](=O)[O-])c(Sc3nc4ccccc4[nH]3)c2)CC1	1.4	966	0.5	1486	i	4.4	20.3%	-0.951	-0.343	-0.593	2.12	-3.0%	i	2.2	2.3	1.4	-7.9	0.8
COc1cccc(-c2nnc3sc(C4CCCCC4)nn23)c1	.	.	-0.12	822	i	1.5	-10.4%	0.904	0.0575	0.736	0.267	0.0%	i	2.7	1.5	2.1	-10.7	-11.4
O=C(C1CCN(C2CC(=O)N(c3ccc(F)cc3)C2=O)CC1)N1CCOCC1 (stereo not drawn)	1.4	818	0.75	966	i	13.4	-2.2%	0.181	-0.23	-0.265	-0.461	-2.5%	i	3.6	1.5	3.6	-11.2	0.8
CCC1CCCCN1C(=S)Nc1ccc(SC(F)F)cc1 (stereo not drawn)	-2.4	1108	-0.19	1542	i	1.8	-15.6%	0.254	-0.258	-0.0424	0.206	-1.8%	i	3.1	1.4	2.4	15.9	-9.2
Cc1ccc(C(=O)CSc2nc(N)cc(=O)[nH]2)cc1	0.3	1060	0.7	1891	i	18.7	5.0%	-0.28	-0.169	0.0876	0.0313	-1.0%	i	2.8	1.1	5.4	-1.9	-18.1
CC1(C(=O)N/N=C/c2ccccc2)CC1(Br)Br (stereo not drawn)	0.0	1561	0.07	1042	i	7.4	-14.8%	2.01	-0.111	0.901	-2.11	-0.5%	i	1.7	2.3	5.8	-3.6	4.0
O=C(O)c1sc2cccc(Cl)c2c1Cl	1.9	1553	0	1619	i	9.5	4.9%	-0.379	-0.205	-0.5	0.337	4.5%	i	2.1	2.4	5.2	-2.4	3.0
CCCCS(=O)c1c(O)c2ccccc2[nH]c1=O (stereo not drawn)	.	.	0.79	1349	i	5.9	2.2%	-0.801	-0.336	-0.556	0.615	0.0%	i	2.2	2.2	5.7	-9.8	13.3
O=[N+]([O-])c1ccccc1/C=N/n1c(C(F)(F)F)n[nH]c1=S	-3.8	1095	0.58	1621	i	-11.8	49.9%	-0.541	-0.107	-0.482	0.325	3.3%	i	1.7	2.0	12.6	-8.1	16.0
CC(=O)N/C(=N\OCc1ccc(Br)cc1)c1nonc1NC(C)=O	-2.3	1124	-0.02	1286	i	7.0	-2.5%	1.61	-0.257	0.387	-1.02	-0.5%	i	3.2	1.6	8.7	17.2	-4.0
CCc1nc2oc3cc(OC)ccc3c(=O)c2c(=O)n1-c1ccccc1	-0.9	1213	0.11	1287	i	36.3	-3.5%	1	-0.494	0.804	-0.17	0.3%	i	6.2	3.2	21.2	13.8	-1.2
CCn1c(SCC(=O)NCC2CCCO2)nnc1-c1ccccc1 (stereo not drawn)	.	.	1.24	953	i	-0.7	-8.6%	-0.439	-0.451	-0.459	0.566	-0.3%	i	0.4	1.9	19.8	8.4	14.9
Cn1c(=O)c2nc(-c3ccc(Cl)cc3Cl)oc2c2ccccc21	-1.4	1072	-0.09	1290	i	18.8	-7.1%	-1.1	0.512	-0.0827	12.2	-0.3%	i	4.9	10.7	0.3	23.7	6.5
C=C(C)CNC(=S)Nc1ccc(S(=O)(=O)Nc2cnc3ccccc3n2)cc1	-2.7	1097	-0.03	1511	.	.	-6.2%	-0.608	-0.259	-0.375	0.829	4.4%	i	.	.	.	.	.
COC(=O)c1cc(C(=O)NCCCN2CCOCC2)cc([N+](=O)[O-])c1	-1.5	1112	0.25	1333	i	3.2	4.2%	-0.719	-0.402	-0.116	0.208	-0.3%	i	3.2	2.9	4.5	3.5	0.5
CCOC(=O)Cc1csc(NC(=O)CSc2nnc3ccccn23)n1	-1.3	1062	0.3	1392	i	15.7	-6.2%	0.144	-0.2	-0.0373	0.15	0.1%	i	3.6	1.5	9.1	-15.8	-13.1
O=C(c1nnsc1S(=O)(=O)c1ccc(Cl)cc1)N1CCOCC1	4.9	904	0.28	1153	i	16.6	15.1%	-6*	2.83*	-2.63*	-2.82*	-0.7%	i	2.3	6.3	0.7	8.3	6.9
COCCNC(=S)N/N=C/c1ccc(N2CCOCC2)cc1	.	.	0.93	1245	i	11.8	-10.5%	-0.843	-0.332	-0.916	1.02	-4.3%	i	4.0	2.5	0.1	11.3	17.0
O=C(Nc1ccccc1N1CCOCC1)c1ccc(N2CCOCC2)c([N+](=O)[O-])c1	4.5	886	0.71	1621	i	19.9	-6.3%	0.159	-0.264	0.279	-0.304	-1.9%	i	2.3	1.7	4.6	8.9	9.5
CCC(NC(=O)Nc1ncccc1C)(C(F)(F)F)C(F)(F)F	-6.6	1014	0.28	1189	i	-5.9	-4.0%	-1.12	-0.367	-0.284	0.00893	0.5%	i	4.3	3.0	2.4	-8.6	-4.4
N/C(CSc1ccccn1)=N\OCc1c(Cl)cccc1Cl	1.8	1283	-0.07	1051	.	.	2.9%	-0.328	-0.196	-0.108	0.712	1.1%	i	.	.	.	.	.
N#C/C(=C/c1ccc(N2CCCCCC2)o1)c1cccc(F)c1	-0.5	1161	.	.	+	-9.1*	49.3%	-2.68	0.995	-0.933	-1.45	3.6%	i	2.0	0.7	4.3	2.2	2.5

The order is random; overall some 4.2% were active at least once.
